HTT ATP protect = protects HTT-Q103 PC12 cells, measured by ATP; PC12 HTT-Q103 induced, cytoprotection, ATP luminescence, 40 h; Potency, µM (series often up to 56.4 µM), inactives show cytoprotection (ATP increase), usual class: activators; actives 0.14% (n = 230,000);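 also: % of control where 0% means no effect; nearly all actives have a fitted effect of over 45% in size; toxic huntingtin expression switched on by the ecdysone agonist tebufenozide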
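Stable PC12 Q103-GFP cells in serum-supplemented, phenol red-free DMEM; induction by tebufenozide at 100 nM final; compound dose series; cell viability quantified luminescently from ATP.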
GAA glycogen mod = GAA glycogen-cleavage inhibition or activation; recombinant GAA, glycogen substrate, Amplex Red glucose oxidase fluorescence; Potency, µM (titrated, usually from 76.4 µM), without a hit: top-dose activity change, negative = inhibition, most hits filed as inhibitors; actives 0.38% (n = 300,000); AID 2100;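 also: 0% = full enzyme reaction and -100% = no-enzyme basal signal; the screen sought inhibitors and activators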
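Recombinant enzyme (4 nM final) with compounds titrated up to 77 uM and bovine liver glycogen (30 ug) in citrate pH 5.0, 0.01% Tween-20, 37 C 40 min. Released glucose detected by Amplex Red/glucose oxidase (Ex 573/Em 610); AC50 from Hill fits.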
aGlu spleen mod = inhibits or activates alpha-glucosidase in human spleen homogenate; human spleen homogenate, 4-MU-alpha-glucoside fluorescence; Potency, µM (top dose mostly 79.9 µM), inactives show at the top dose activity change, negative = inhibition, usual class: inhibitors; actives 0.006% (n = 240,000); AID 2112;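 also: 0% = enzyme with vehicle and -100% = no enzyme basal signal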
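Enzyme source: human spleen homogenate, 1 ug/well. Buffer 50 mM citric acid/K phosphate pH 5.0, 0.01% Tween-20. 4-MU-alpha-glucoside 1 mM; 37 C x 40 min; NaOH/glycine stop; fluorescence.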
IMPase Li cell = cell-permeable IMPase inhibitors with lithium potentiation; AID 1457; CHO-M1 cells, IP1 TR-FRET (IP-One), carbachol + lithium; actives 0.35% (n = 210,000); Potency, µM (titrated, usually from 59.4 µM), inactives show at the highest dose activity, negative = IMPase inhibition, actives largely listed as inhibitors;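 also: IP1 builds up when IMPase is blocked and the TR-FRET signal falls; plate controls were basal vehicle for no effect and high inhibitor control for full effect; nearly all actives have a fitted effect of over 50% in size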
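Steps: plate 2000 CHO-M1 cells per well and culture 16–30 h; add compound and lithium; incubate 30 min, 37C; add d2-IP1 tracer and Eu cryptate anti-IP1 antibody in lysis buffer; read after 10 min at room temperature.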
HttQ103 aggreg = mutant huntingtin aggregation inhibition | Potency, µM (top dose mostly 46.1 µM), without a hit: top-dose activity change, negative = inhibition, usual class: inhibitors | actives 1.1% (n = 220,000) | PC12 HttQ103-GFP aggregates, Acumen cytometry, 40 h | AID 1688; also: % is scaled to controls: 0 for no effect and ±100 for the full control effect; nearly all actives have a fitted effect of over 60% in size
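PC12 cells with ecdysone-inducible HTT exon1 Q103-GFP, induced by 100 nM tebufenozide, given compounds in a concentration series. GFP aggregates (1–25 um, 6 SD above background) counted in lysates by laser-scanning cytometry, 488 nm excitation.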
GAA inhib = inhibitors of human lysosomal alpha-glucosidase; purified human GAA, 4-MU-alpha-glucoside fluorescence; Potency, µM (doses to about 76.9 µM), without a hit: top-dose activity change, negative = inhibition, hits mostly inhibitors; P10253; AID 1466; actives 0.005% (n = 200,000);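 also: plate controls were uninhibited enzyme wells for no effect and no-enzyme background for full effect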
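qHTS format, compound range up to 77 uM. Human lysosomal enzyme at 4 nM, 400 uM 4-MU glucoside substrate, pH 5.0, 20 min room temperature; fluorescence after alkaline stop gives activity normalized to controls.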
GoLoco inh red = inhibitors of human Gai1-RGS12 GoLoco interaction (red fluorophore). Potency, µM (titrated, usually from 61.6 µM), inactives show at the top dose activity, negative = inhibition, actives largely listed as inhibitors. actives 0.44% (n = 230,000). P63096. Gai1:RGS12 GoLoco peptide FP, rhodamine, 10 min; active = well fitted inhibition curve with a large enough effect, not every such curve was filed as active; inactive = no such curve, though single readings can be large or run the other way; also: % is scaled to controls: 0 for no effect and ±100 for the full control effect; nearly all actives have a fitted effect of over 30% in size; many of its hits are not listed in these tables
Target sequence (P63096 whole entry, looked up): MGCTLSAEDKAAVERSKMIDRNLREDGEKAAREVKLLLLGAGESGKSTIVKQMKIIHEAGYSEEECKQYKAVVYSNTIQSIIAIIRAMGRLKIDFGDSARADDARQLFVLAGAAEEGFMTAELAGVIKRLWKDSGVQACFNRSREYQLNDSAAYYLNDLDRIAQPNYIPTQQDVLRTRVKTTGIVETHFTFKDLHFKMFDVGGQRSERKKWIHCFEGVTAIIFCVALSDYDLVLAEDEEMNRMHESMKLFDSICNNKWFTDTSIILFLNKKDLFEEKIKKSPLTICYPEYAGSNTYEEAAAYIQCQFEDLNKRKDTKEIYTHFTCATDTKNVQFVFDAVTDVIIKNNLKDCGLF
Numbers without * were called inactive; ? = inconclusive; nt = not tested or not shown; [ ] = remark or other dose. Unless noted, calls follow the shape of the dose curve; as a rule, active = well fitted curve in the direction sought with a large enough effect; inconclusive = small, poorly fitted or top-dose-only effect, or another doubt; inactive = no such curve, though single readings can be large; an effect the other way counts as inactive or inconclusive. Potency is read from the fitted curve at half-maximal effect. The list is partial. The share of hits here may be higher or lower than overall.

SMILES | HTT ATP protect | GAA glycogen mod | aGlu spleen mod | IMPase Li cell | HttQ103 aggreg | GAA inhib | GoLoco inh red
COc1ccc(OCC(O)CNC(=O)Nc2ccc(F)cc2)cc1 (configuration not stated) | 7%[10 µM] | 5% | 0% | nt | -8%[9.22 µM] | -8%[15.4 µM] | -1%
O=C(NCc1ccccc1)C1(c2ccccc2)CCN(S(=O)(=O)c2ccccc2)CC1 | 7% | -7% | -13% | 20%[38.3 µM] | -10% | -12% | 9%
C=CCNC(=O)CC(=O)N/N=C/c1ccccc1F | -54%[inhibitor] | -3% | 2% | 2%[38.3 µM] | 11% | 9% | -40%
Cc1ccccc1OC(C)C(=O)NCc1cccnc1 (configuration not stated) | 3% | -5% | -6% | -9% | 22% | 3% | 3%
COc1ccc(C(CNC(=O)c2ccc(S(=O)(=O)N(C)C)cc2)N2CCCCC2)cc1 (configuration not stated) | 18%[10 µM] | 22% | 9% | 15% | -1%[9.22 µM] | -4% | 8%
O=C1NC2(CCCCCC2)C(=O)N1CCS(=O)(=O)Oc1ccccc1 | 11%[10 µM] | 0% | -3% | 12% | 8% | 4% | 4%
Clc1cccc(-c2nc(NCCCN3CCOCC3)c3ccccc3n2)c1 | -47%[inhibitor] | 18% | 1% | -9% | 25% | 5% | 16%
COCCCn1nnnc1SCC(=O)Nc1nc(C)c(C)s1 | -22%[10 µM] | 5% | 3% | 11% | -12% | -6% | 15%
CCc1nc(SC)[nH]c(=O)c1C | -27% | 4% | -25% | 2%[38.3 µM] | ? | 2% | 2%
COc1ccc(S(=O)(=O)N(CC(=O)NCC2CCCO2)c2ccccc2)cc1OC (configuration not stated) | -25%[10 µM] | 1% | -7% | 0%[38.3 µM] | 25% | ? | 2%
Clc1ccc(OCCOCCN2CCCCC2)c(Br)c1 | -11% | -1% | -3% | 18%[38.3 µM] | 9% | -10% | -17%
N#Cc1nc(-c2cccs2)oc1NCc1ccccc1 | -2% | ? | 0% | -19%[38.3 µM] | -18% | ? | 0%
CCn1c(=O)cc(OCC(=O)N2CCN(c3cccc(C(F)(F)F)c3)CC2)c2ccccc21 | -91%[inhibitor] | -2% | -6% | 26%[38.3 µM] | -30% | -14% | 1%
COc1ccc2oc(C)c(NC(C)=O)c2c1 | -7% | 5% | -13% | 1%[38.3 µM] | 1% | -1% | 3%
CC(C)(C)NC(=O)C(c1ccncc1)N(C(=O)c1csnn1)C1CC1 (configuration not stated) | 6% | 3% | 3% | 4%[38.3 µM] | 23% | -8% | -3%
CC(C)[C@@H]1CC[C@@H](C)C[C@H]1OC(=O)C[n+]1cc(-c2ccc(Cl)cc2)n2c1CCCCC2 | -41%[10 µM] | 0% | 2% | nt | -33%[9.22 µM] | nt | 3%
Cc1ccc2oc(=O)c3cnn(CC(=O)NC4CCC(C)CC4)c3c2c1 (configuration not stated) | 4% | -14% | 3% | -5%[38.3 µM] | -9% | -14% | 3%
CCn1c(SCC(=O)N2CCCC(C)C2)nnc1-c1ccc(S(=O)(=O)N2CCN(C)CC2)cc1 (configuration not stated) | 6%[10 µM] | -23% | -6% | 10%[38.3 µM] | -12% | -7% | 1%
C=CCSc1nnc(-c2ccc([N+](=O)[O-])cc2)o1 | -23% | 9% | 6% | 5% | -6% | 4% | 0%
COc1cccc2c1OC1(C)CC2NC(=O)N1 (configuration not stated) | 9% | 21% | 0% | 10%[38.3 µM] | 24% | 3% | 9%
COc1ccc2c(c1OC)C(Cc1ccccc1)N1CCc3cc4c(cc3C1C2)OCO4 (configuration not stated) | 10%[1.9 µM] | nt | -4% | 36%[activator] | nt | nt | 19%
CC(C)(CO)CNC(=O)CCc1nnc(Cc2ccc(-c3ccccc3)cc2)o1 | nt | -6% | 0% | 7% | nt | 4% | -2%
O=C(/C=C/c1ccccc1)N1CCN(S(=O)(=O)c2ccc(F)cc2)CC1 | -10% | -4% | 0% | 5% | -27% | -2% | 4%
O=c1cc2c(nn1Cc1ccc(Cl)cc1)-c1ccccc1CC2 | 0% | -12% | 1% | 40%[activator][38.3 µM] | -73% | -12% | 35%[activator]
CN(C)c1ccc(C(=S)N2CCCCC2)cc1 | 5%[10 µM] | -3% | 1% | -4% | 7%[9.22 µM] | 1% | -10%
CCNc1nc(NCC)nc(OCCOC(=O)c2ccccc2)n1 | 13%[10 µM] | 7% | 2% | 0%[38.3 µM] | 8% | 1% | 8%
COCCNC(=O)C(c1ccc(C)o1)N(Cc1ccco1)C(=O)c1snc(C(N)=O)c1N (configuration not stated) | -13%[1.9 µM] | 3% | 3% | 4% | -6% | 1% | -12%
CC1=C(CC(=O)O)c2cc(F)ccc2/C1=C\c1ccc(S(C)(=O)=O)cc1 | -11%[1.9 µM] | nt | -4% | 9% | nt | nt | -5%
CC(=O)C1C(=O)CC(c2ccc(Cl)cc2)CC1=O (configuration not stated) | 2%[10 µM] | 4% | 0% | nt | 0%[9.22 µM] | nt | 3%
CCn1c(SCC(=O)Nc2ccccc2C(=O)OC)nnc1-c1cccc(C)c1 | 18% | -8% | -3% | 33%[38.3 µM] | 14% | -1% | 0%
O=C(Nc1ccccc1C(=O)N/N=C/c1ccco1)c1ccc(F)cc1 | nt | -1% | 0% | 1% | -30% | ? | 8%
COc1ccc(-n2nc(C(N)=O)c(O)cc2=O)cc1 | 8%[10 µM] | -11% | 0% | -9% | -3% | 3% | 8%
Fc1ccc(-n2nnc(-c3cccnc3Cl)n2)cc1 | -10%[10 µM] | -1% | -2% | 2% | 7%[9.22 µM] | nt | -11%
CCOP(=O)(c1ccc(N(C)C)cc1)C(O)c1c(Cl)cccc1Cl (configuration not stated) | 14%[10 µM] | -14% | 1% | 27%[38.3 µM] | -7% | -4% | 7%
COc1ccc(C(=O)NC(Oc2ccccc2)C(Cl)(Cl)Cl)cc1 (configuration not stated) | -20% | 3% | -12% | 9%[38.3 µM] | -2% | -2% | -14%
Cc1nc2sc(C(=O)Nc3ccccc3)c(N)c2c(C)c1[N+](=O)[O-] | -54%[inhibitor] | 10% | 3% | -3% | 7% | ? | 3%
CCOc1cc(NC(=O)c2cccs2)c(OCC)cc1NC(=O)CCC(=O)NCc1ccccn1 | 2%[10 µM] | 0% | -7% | nt | 2%[9.22 µM] | nt | 1%
CCC(C)(C)NC(=O)CN(C(=O)c1csnn1)c1ccccc1-c1ccccc1 | 15%[10 µM] | -7% | 5% | 4% | -3%[9.22 µM] | nt | 5%
Cn1c(=O)n(C)c2cc(C(N)=O)ccc21 | 11% | -3% | 0% | 12%[38.3 µM] | 12% | 1% | -2%
CN(Cc1ccccc1)C(=O)c1ccccc1NC(=O)c1ccccc1 | -58%[inhibitor] | -3% | -7% | 18%[38.3 µM] | 22% | -1% | -1%
CC(=O)Nc1ccc(/C=C/C(=O)c2ccccc2)cc1 | -24%[10 µM] | -2% | 0% | nt | -18%[9.22 µM] | nt | 5%
Cc1c(NC(=O)CN2C(=O)C(=O)N(Cc3ccccc3)C2=O)c(=O)n(-c2ccccc2)n1C | -13%[10 µM] | 1% | -5% | nt | 0%[9.22 µM] | nt | -6%
CCOC(=O)Cc1nc2ccccc2o1 | -4% | -5% | -1% | 1% | 2% | 2% | 5%
c1ccc(CNc2nc(-c3ccoc3)nc3ccccc23)cc1 | -36%[inhibitor] | nt | 2% | 15% | nt | nt | 21%
COc1cc(CNn2nnnc2N)ccc1OCC(=O)NC(C)(C)C | -9% | -3% | -3% | -12%[38.3 µM] | 2% | ? | 0%
N#Cc1ccc(CN2CCCC3(CCN(C(=O)c4csnn4)CC3)C2)cc1 | 21% | nt | -2% | 26% | nt | nt | 13%
CC(C)OCCCNC(=O)C(C)Oc1ccccc1 (configuration not stated) | 18% | 2% | -17% | 15%[38.3 µM] | 5% | ? | -5%
COc1ccc(OCCOC(=O)c2[nH]c(C)c(C(C)=O)c2C)cc1 | -40% | 1% | nt | 16% | -42% | -9% | 0%
Cn1nc(-c2ccccc2)c(C(=O)Nc2ccc(Cl)cc2)c1Cl | -13% | 3% | 1% | 6%[38.3 µM] | 2% | -2% | 0%
CCOCCCn1c(=S)[nH]c2cc(C(=O)N3CCN(C)CC3)ccc2c1=O | 6% | 9% | -6% | 3%[38.3 µM] | -5% | 4% | 3%
Cc1ccc(CN2CCCC(CO)(Cc3ccccc3C)C2)s1 (configuration not stated) | -1%[10 µM] | -10% | 0% | 5% | 5%[9.22 µM] | nt | 0%
Nc1cc(C(F)(F)F)ccc1-n1cccc1 | 4%[10 µM] | 10% | -1% | 0% | 10%[9.22 µM] | nt | 1%
O=C(CS(=O)(=O)Cc1ccccc1)NCc1ccc2c(c1)OCO2 | -7%[0.074 µM] | 0% | -4% | -16%[38.3 µM] | 3% | ? | 1%
O=C1CN(C(=O)COc2ccc(Br)cc2Br)c2ccccc2N1 | -24% | 1% | 7% | -10% | -9% | 2% | 14%
Fc1ccc(CSc2nncn2NC/C=C/c2ccccc2)cc1 | 10%[10 µM] | -16% | -8% | -3%[38.3 µM] | -21% | 5% | -13%
CC1CCCN(CCCNC(=O)C2CC(=O)N(c3ccc(F)c(Cl)c3)C2)C1 (configuration not stated) | -2% | 1% | -10% | 8%[38.3 µM] | 2% | -4% | 11%
CCCOC(=O)c1c(NC(=O)CCC(=O)O)sc2c1CCCCC2 | -20% | 2% | 3% | -13% | -16% | -4% | -6%
Cc1sc(NC(=O)COc2ccccc2)c(C#N)c1C | 0% | 8% | 3% | -7% | -9% | -9% | 22%
CCCN(CCC)CCNC(=O)C(NS(=O)(=O)c1ccc2c(c1)CCC(=O)N2)c1ccccc1 (configuration not stated) | -7%[0.074 µM] | 3% | -4% | 16%[38.3 µM] | 1% | 0% | 1%
COc1ccc(NC(=O)N2CCc3nc(COc4ccccc4)c4c(c3C2)CO[C@@H](C)C4)cc1 | -7%[10 µM] | nt | 3%[17.4 µM] | -12% | nt | nt | 5%[14.2 µM]
Oc1ccccc1C1=NOC(O)(C(F)F)C1 (configuration not stated) | -16% | 1% | -7% | -8%[38.3 µM] | ? | -4% | 2%

Compound activity as filed in PubChem BioAssay.
